# Rv3671c inh = Rv3671c serine protease inhibitors, primary screen, biochemical, fluorescence polarization, M. tuberculosis H37Rv; 320,000 compounds, 0.048% hits; P9WHR9; AID 2606, 2010; inhibition, % at 5.96 µM; in the data active = inhibition above about 38%;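 also: extracellular domain of Rv3671c used as enzyme; 0% = enzyme with DMSO and 100% = no enzyme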
# BH1578 lux ind = inducers of Vibrio cholerae quorum light production without autoinducers, primary screen, BH1578 luxS cqsA deficient, single point | AID 588436, 2011 | 350,000 compounds, 0.16% hits | V. cholerae BH1578 lux reporter, luminescence, 6 h | activation, % at 18.7 µM; in the data active = activation mostly above about 9.7%, no sharp cut-off; also: not every result past the cut was called active; inactives centre near 0; reference of the scale not given here
# MazF activator = activators of E. coli MazEF toxin-antitoxin RNase, primary screen, biochemical, fluorescence, uHTS. Endoribonuclease toxin MazF (Escherichia coli (strain K12)), P0AE70. FAM/BHQ RNA-DNA oligo cleavage fluorescence, 5 h. activation, % at 20 µM. 350,000 compounds, 0.32% hits; in the data active = activation above about 50%
# Target sequence (P0AE70 whole entry, looked up): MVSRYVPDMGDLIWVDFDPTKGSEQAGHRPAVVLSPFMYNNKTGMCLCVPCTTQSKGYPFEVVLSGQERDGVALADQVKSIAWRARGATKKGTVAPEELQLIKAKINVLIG
# SSB-PriA inh = inhibitors of Klebsiella pneumoniae PriA binding to SSB C-terminal tail, primary screen, biochemical, AlphaScreen; PriA–SSB C-terminal tail interaction (Klebsiella pneumoniae); AlphaScreen SSBct-PriA binding, biotinylated peptide; inhibition, % at 33 µM; 430,000 compounds, 0.6% hits; in the data active = inhibition mostly above about 37%, no sharp cut-off; inactive = mostly below about 20%;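 also: plate controls were negative control peptide for no effect and reference peptide for full effect; strong numbers were not always called active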
# Mtb FBA inh = Mtb FBA enzyme inhibitors, primary screen, biochemical, fluorescence, strain H37Rv. Fructose-bisphosphate aldolase (Mycobacterium tuberculosis (strain ATCC 25618 / H37Rv)), …. purified M. tuberculosis FBA, fluorescence read-out. inhibition, % at 1 µM. 360,000 compounds, 2.3% hits; in the data active = inhibition above about 27%;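 also: 0% = vehicle and 100% = reference inhibitor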
# Target sequence (P9WQA3 whole entry, looked up): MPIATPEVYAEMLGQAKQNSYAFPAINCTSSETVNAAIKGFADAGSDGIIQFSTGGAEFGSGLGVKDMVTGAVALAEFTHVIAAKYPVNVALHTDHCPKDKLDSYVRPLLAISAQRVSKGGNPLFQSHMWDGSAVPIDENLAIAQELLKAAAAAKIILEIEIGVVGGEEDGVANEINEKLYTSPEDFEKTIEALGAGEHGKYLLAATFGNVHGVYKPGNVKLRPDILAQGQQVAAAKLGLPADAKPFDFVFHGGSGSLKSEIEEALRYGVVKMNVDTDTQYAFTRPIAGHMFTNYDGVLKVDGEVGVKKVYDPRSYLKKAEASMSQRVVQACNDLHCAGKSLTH
# SARS 3CLpro inh = SARS-CoV 3CLpro protease inhibitors, primary screen, biochemical, quenched FRET | Replicase polyprotein 1ab (Severe acute respiratory syndrome coronavirus), P0C6X7 | recombinant SARS-CoV 3CLpro, quenched FRET peptide cleavage | inhibition, % at 6 µM | 290,000 compounds, 0.14% hits | AID 1706, 2009; in the data active = inhibition above about 12%
# Mtb UGM inh = M. tuberculosis UGM enzyme inhibitors, primary screen, biochemical, fluorescence polarization, single point | purified UGM, fluorescence polarization probe displacement | UDP-galactopyranose mutase (Mycobacterium tuberculosis (strain ATCC 25618 / H37Rv)), … | 320,000 compounds, 0.06% hits | inhibition, % at 10 µM; in the data active = inhibition above about 10%, passing the limit was not always enough
# Target sequence (P9WIQ1 whole entry, looked up): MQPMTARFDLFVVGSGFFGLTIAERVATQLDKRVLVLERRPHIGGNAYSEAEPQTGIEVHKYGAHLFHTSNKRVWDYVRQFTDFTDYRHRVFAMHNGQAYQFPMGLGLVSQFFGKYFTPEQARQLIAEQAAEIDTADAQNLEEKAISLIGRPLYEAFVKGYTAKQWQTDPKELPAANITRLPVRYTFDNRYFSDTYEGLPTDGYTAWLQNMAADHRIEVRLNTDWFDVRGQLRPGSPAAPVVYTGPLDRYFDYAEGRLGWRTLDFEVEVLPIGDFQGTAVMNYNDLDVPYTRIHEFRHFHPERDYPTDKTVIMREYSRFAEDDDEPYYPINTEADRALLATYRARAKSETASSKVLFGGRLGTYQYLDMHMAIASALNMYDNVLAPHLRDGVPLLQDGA
# GDH-TPI counter = GDH-TPI coupling enzyme inhibitors, primary screen, artefact control for M. tuberculosis FBA inhibitor project, biochemical, absorbance, full deck. GDH-TPI coupled enzyme counterscreen, NADH absorbance. inhibition, % at 4.8 µM. 360,000 compounds, 1.2% hits. AID 588335, 2011; in the data active = inhibition above about 30%;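 also: 0% = DMSO wells and 100% = wells lacking the enzyme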
# BioA inh = M. tuberculosis BioA enzyme inhibitors, primary screen, biochemical, plate reader, single point, HTS. 7,8-diaminopelargonic acid synthase BioA (Mycobacterium tuberculosis). purified M. tuberculosis BioA enzyme. inhibition, % at 9.99 µM. 360,000 compounds, 0.096% hits; in the data active = inhibition above about 40%
# DUSP3 inh = VHR1 phosphatase inhibitors, primary screen, biochemical, absorbance, uHTS; Dual specificity protein phosphatase 3 (Homo sapiens), P51452; recombinant VHR phosphatase, pNPP absorbance; inhibition, % at 13.3 µM; 290,000 compounds, 0.52% hits; in the data active = inhibition above about 50%; also: some compounds called inactive have numbers as strong as hits
# Target sequence (P51452 whole entry, looked up): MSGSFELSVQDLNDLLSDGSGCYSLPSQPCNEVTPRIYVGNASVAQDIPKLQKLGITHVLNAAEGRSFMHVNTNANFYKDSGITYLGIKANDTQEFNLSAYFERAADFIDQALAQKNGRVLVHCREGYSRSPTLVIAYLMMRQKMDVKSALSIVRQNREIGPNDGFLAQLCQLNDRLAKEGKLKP
# Active calls of the source: *; i = inactive; . = no result given.
SMILES,Rv3671c inh,BH1578 lux ind,MazF activator,SSB-PriA inh,Mtb FBA inh,SARS 3CLpro inh,Mtb UGM inh,GDH-TPI counter,BioA inh,DUSP3 inh
CC(=O)c1cc2c(cc1NC(=O)c1cc(C)nn1-c1ccccc1)OCO2,1,-0.1,8,-12,3,-1,2.0,-13,-0.4,-4
O=C(COC(=O)CCc1c[nH]c(=O)[nH]1)Nc1ccccc1Cl,-4,-0.3,-8,-18,5,2,-2.1,4,-2.5,-5
CCc1nc(SCc2ccccc2C#N)n[nH]1,.,i,5,0,-1,-1,-0.9,0,-1.2,8
CCOC(=O)COc1ccc(S(=O)(=O)NCC2CCCO2)cc1 (configuration not stated),-5,i,10,-6,-1,0,-2.8,4,-2.5,4
COc1cccc(NC(=O)CN(C)C(=O)CCNC(=O)c2ccccc2Cl)c1,6,i,4,-9,2,.,2.4,-11,-0.4,.
Cc1cc(C)c(S(N)(=O)=O)c(C)c1N(C)S(=O)(=O)c1ccc(Cl)cc1,1,-0.1,1,9,0,2,1.8,-7,1.6,10
COc1cccc(=O)c2c(C)n(CC(=O)c3ccccc3)c(C)c12,2,3.3,8,8,0,0,1.9,28,4.5,6
CC(=O)NC1N=C(C)N(c2ccccc2)C1=O (configuration not stated),-4,i,5,-7,3,2,-0.2,14,-2.5,17
COc1ccc(C(=O)c2c(C)oc3cc([N+](=O)[O-])c(O)c([N+](=O)[O-])c23)cc1,4,-0.5,3,1,-11,4,0.4,15,1.5,-1
CCOC(=O)C(NCCc1ccccc1)(NC(=O)CC)C(F)(F)F (configuration not stated),-9,-0.3,-8,-4,2,-2,-0.2,-1,.,12
COc1ccc(-c2cc(=O)[nH][nH]2)cc1,-102,i,-3,-14,1,0,0.6,-3,7.8,-4
O=S(=O)(Nc1ncccn1)c1ccc(NC(=S)NCCc2ccccc2)cc1,1,-1.6,-1,-2,2,1,0.8,17,.,12
CCCCn1c(C)nc2c(=O)n(C)c(=O)[nH]c21,3,-2.9,9,-8,2,0,3.4,7,i,7
Cc1c(NS(=O)(=O)c2ccc(NCCN3CCOCC3)c([N+](=O)[O-])c2)c(=O)n(-c2ccccc2)n1C,10,-0.7,8,-6,-2,3,0.1,1,3.3,30
O=C(OCC(=O)N1CCC(Cc2ccccc2)CC1)c1ccc(O)cc1,.,-0.4,1,.,-2,.,.,-1,-1.0,.
CC1(C)N=C(SCC(=O)Nc2ccc(Cl)cc2)C(c2ccc(Cl)cc2)=N1,-11,i,-2,-15,2,8,-0.8,3,-1.7,-20
CCCNC(=O)C1(C)CCCN(C(=O)c2ccc(C)c(F)c2)C1 (configuration not stated),.,-0.2,.,.,-2,.,.,-4,-0.9,.
COc1cc(C(=O)COC(=O)C2CC2(Cl)Cl)cc(OC)c1OC (configuration not stated),-3,-7.1,4,-12,0,.,1.3,6,0.1,.
COc1cc(C)ccc1OCc1cc(C(=O)N2CCCCCC2)no1,.,i,-8,-13,3,4,.,14,-1.9,-9
OC(CCNCCc1c[nH]c2ccccc12)C(F)(F)F (configuration not stated),-5,0.5,-2,-3,-1,-7,2.5,-3,-1.2,28
O=C(CN1CCN(S(=O)(=O)c2ccc(Br)cc2)CC1)Nc1ccc(F)cc1,-1,i,0,-1,-1,1,-0.4,3,-0.4,14
O=C(NCC(c1ccco1)N1CCc2ccccc21)C(=O)Nc1ccccc1F (configuration not stated),-2,-0.9,-5,5,-3,.,0.5,0,-1.3,.
CCOc1ccc(CCNC(=O)COC(=O)c2cc(OC)c(OC)c(OC)c2)cc1OCC,-3,.,.,.,.,5,3.4,.,.,38
Cc1ccccc1NC(=O)CSc1nc(N2CCCCC2)nc(N2CCCCC2)n1,6,i,-6,-11,1,0,-1.2,2,0.1,47
COc1cc2c(cc1OC)C(c1cc3cc4c(cc3[nH]c1=O)OCO4)N(C(=O)C(C)C)CC2 (configuration not stated),-7,-0.6,-1,-12,12,3,-2.4,27,-0.5,-5

# Next records
SMILES,Rv3671c inh,BH1578 lux ind,MazF activator,SSB-PriA inh,Mtb FBA inh,SARS 3CLpro inh,Mtb UGM inh,GDH-TPI counter,BioA inh,DUSP3 inh
CCc1nc(-c2ccc(OC)c(OC)c2)cc2cc(OC)c(OC)cc12,4,-0.2,-2,17,2,-2,-1.6,-1,.,13
CCCN(CCC)CCNC(=O)C1c2ccccc2C(=O)N2CCc3ccccc3C12 (configuration not stated),0,-0.5,4,-7,-2,2,-0.2,11,.,27
CCn1c(NC(=O)c2cccs2)nc2ccccc21,7,i,2,-9,1,4,-1.6,36*,-1.5,41
Cc1cc(=O)nc2c3ccccc3n(CC(=O)NCCC3=CCCCC3)n12,-4,-0.3,9,5,6,1,-2.1,-3,-1.0,15
CCC(C)[C@H](N)c1nnc(SCc2cccc(F)c2)o1 (some centres not stated),-10,i,-4,-6,-2,-3,4.6,-5,-0.4,6
COc1ccccc1N(C)S(=O)(=O)c1ccc(C(=O)Nc2cc(OC)c(OC)c(OC)c2)cc1,.,i,-3,-2,-1,.,.,4,6.9,.
N#Cc1c(NC(=O)c2ccccc2)sc2c1CCC2,-10,-0.9,4,-11,1,-2,-1.1,19,-0.8,24
O=C(Nc1ccccc1OC(F)F)c1ccc(-n2cncn2)c([N+](=O)[O-])c1,0,i,4,-7,-1,.,-0.8,3,1.6,.
COc1cc(NC(=O)c2cc3sccc3n2C)cc(OC)c1,-10,1.0,5,18,3,1,0.3,20,-0.4,13
COc1cccc(CNC2CN3CCC2CC3)c1OC (configuration not stated),1,-1.6,4,-14,1,-5,-0.9,3,-0.7,29
CN1C(=O)C(CC(=O)NCCc2ccccc2)N(NC(=O)c2cccc(F)c2)C1=S (configuration not stated),-1,-0.5,-3,0,-2,-7,1.4,3,-2.7,10
Cc1ccc(F)c([C@H]2[C@@H]3C=CCC[C@@]3(C)C(=O)N2Cc2ccccc2)c1,7,i,2,-6,2,.,0.7,11,-0.6,11
CCC(c1nnc(SCC(=O)Nc2cc(S(C)(=O)=O)ccc2Cl)n1Cc1ccccc1)N(C)C (configuration not stated),5,i,3,-1,3,1,1.9,3,-0.6,37
N#CCc1ccc(OC(=O)c2ccncc2)cc1,4,-0.5,10,-12,0,.,-0.6,6,-1.1,.
Cc1oc2c(C)c(O)ccc2c(=O)c1-c1ccc2ccccc2n1,2,-0.2,16,-3,-4,0,-1.1,9,-5.0,35
CCOP(=S)(OCC)Oc1ccc2c(C)c(Cl)c(=O)oc2c1,.,-0.3,-19,-8,9,.,.,10,0.0,.
Cc1ccc(OCC(=O)N2CCCC(N3CCN(c4ccc(F)cc4)CC3)C2)cc1 (configuration not stated),-2,0.0,0,6,-2,-3,-1.8,5,1.7,18
CCn1nnnc1SCCSc1nnnn1CC,4,-0.4,6,-1,1,0,-2.1,-1,1.8,6
COc1ccccc1CNC(=O)CSc1nc2nc(C)cc(C)n2n1,-11,-0.3,4,-15,4,0,-1.3,23,-1.5,27
CCc1nc2cc(Cl)c(Cl)cc2nc1CC,5,-0.4,9,-6,1,0,-2.4,2,.,1
Cc1nn(Cc2ccccc2)c(C)c1NC(=O)Cn1nc([N+](=O)[O-])c(Cl)c1C,4,i,4,-11,-6,-3,-1.9,-9,0.3,28
CCCCOC(=O)Nc1nnc(Cc2ccc(Cl)cc2)s1,-4,i,-6,-12,4,3,3.3,6,3.0,-1
CC(OC(=O)c1cccs1)C(=O)NCc1cccs1 (configuration not stated),11,i,6,-17,4,4,-1.7,-6,-0.1,18
CCCC(=O)C1C(=O)NC(=O)NC1=O,8,-8.3,7,-20,0,0,0.3,-12,-0.6,28
CCCCNc1ccc(C(CC(N)=O)NC(=O)c2cc(C)cc(C)c2)cc1[N+](=O)[O-] (configuration not stated),-17,i,5,10,-5,-1,3.4,3,0.1,17

# Rewritten with tabs: entries from further up.
SMILES	Rv3671c inh	BH1578 lux ind	MazF activator	SSB-PriA inh	Mtb FBA inh	SARS 3CLpro inh	Mtb UGM inh	GDH-TPI counter	BioA inh	DUSP3 inh
Cc1ccc(F)c([C@H]2[C@@H]3C=CCC[C@@]3(C)C(=O)N2Cc2ccccc2)c1	7	i	2	-6	2	.	0.7	11	-0.6	11
CCCCNc1ccc(C(CC(N)=O)NC(=O)c2cc(C)cc(C)c2)cc1[N+](=O)[O-] (configuration not stated)	-17	i	5	10	-5	-1	3.4	3	0.1	17
CCc1nc2cc(Cl)c(Cl)cc2nc1CC	5	-0.4	9	-6	1	0	-2.4	2	.	1
CN1C(=O)C(CC(=O)NCCc2ccccc2)N(NC(=O)c2cccc(F)c2)C1=S (configuration not stated)	-1	-0.5	-3	0	-2	-7	1.4	3	-2.7	10

# Remaining list, next part:
SMILES,Rv3671c inh,BH1578 lux ind,MazF activator,SSB-PriA inh,Mtb FBA inh,SARS 3CLpro inh,Mtb UGM inh,GDH-TPI counter,BioA inh,DUSP3 inh
O=C(O)c1ccc(OS(=O)(=O)c2cccc(C(F)(F)F)c2)cc1,2,-0.6,0,6,0,.,.,5,-0.4,.
COC(=O)/C=C1\NCCNC1=O,7,-0.7,0,.,0,-3,-1.0,-3,.,-13
O=C(Cc1ccc(F)cc1)NCCS(=O)(=O)N1CCN(c2ccccc2)CC1,-8,-1.2,-28,35,8,.,0.3,7,-1.8,.
CCCCCN(C(=O)CCC(=O)OCC(=O)N(C)Cc1ccccc1C)c1c(N)n(CCCC)c(=O)[nH]c1=O,7,i,-1,11,-2,.,-1.9,2,-0.2,.
CN(C)CCSc1nc(N)c2c3c(sc2n1)COC(C)(C)C3,-7,-0.4,-5,1,0,-2,1.9,-7,-1.3,8
CC(C)C(c1nnnn1Cc1ccccc1)N1CCC(C(N)=O)CC1 (configuration not stated),3,-7.2,-11,-16,3,0,-0.7,-2,1.8,11
Cc1ccc(S(=O)(=O)N2CCC(C(=O)Nc3ccccc3N3CCCC3)CC2)c(C)c1,0,2.0,-10,-2,1,.,3.4,3,.,.
CCOC(=O)N1CCC(NC(=O)c2oc3c(C)c(C)ccc3c2C)CC1,2,-0.1,0,-14,-2,-6,-0.6,-3,2.0,18
O=C(NCCN1CCCC1)c1ccc2c(c1)N(Cc1ccccc1)C(=O)c1ccccc1S2(=O)=O,0,-0.4,17,2,-2,-5,0.0,-17,-0.7,46
COc1ccc(NC(=O)C[C@H]2C(=O)N(c3ccc(OC)cc3)C[C@@H]2CSC)cc1,.,-0.7,2,.,0,.,.,5,1.1,.
CC1(C(=O)NCCC#N)CCN1C(=O)c1ccccc1CCc1ccccc1 (configuration not stated),.,i,.,.,-1,.,.,2,-1.2,.
COc1ccc(S(=O)(=O)n2ccnc2C)c(C)c1C,-5,i,12,-15,4,-1,-0.3,-1,-0.6,14
COc1ccc(N2CCN(C(=O)COC(=O)Cc3ccc(F)cc3)CC2)cc1,-2,i,-5,0,0,.,0.0,-1,0.8,.
Cc1cc(C(C)(C)C)oc1C(=O)N1CCN(C(=O)c2oc(C(C)(C)C)cc2C)CC1,.,i,15,-9,-2,-3,.,17,-0.8,19
O=C(CCCSc1nc2ccccc2[nH]1)Nc1nnc(C2CC2)s1,-7,i,8,-21,5,-2,-0.3,9,-0.8,14
COc1ccc(C2c3[nH]c4ccccc4c3CCN2C(=O)c2ccc(=O)n(C)n2)c(F)c1 (configuration not stated),-5,-0.3,6,20,5,9,3.2,5,.,26
O=C(Nc1nnc(S(=O)(=O)N2CCCCCC2)s1)c1ccc(Cl)cc1,-1,-0.4,3,-1,1,2,-0.1,13,-0.8,1

# This is a subset; the hit share may differ from the screen's.
